LDHA inh – qHTS assay for inhibitors of human lactate dehydrogenase; L-lactate dehydrogenase A chain (Homo sapiens), P00338; purified LDHA, NADH/diaphorase-resazurin fluorescence; active compounds read low; activity change, % (values are at about 110 or 230 µM); 480,000 compounds, 0.15% hits; in the data active = activity change below about -30%; inconclusive = mostly about -25% to -30%;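 note: plate controls were DMSO wells for no effect and wells without enzyme for full effect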
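Remaining NADH was detected by diaphorase (0.133 mg/mL) converting 37 µM resazurin to fluorescent resorufin, read at 0 and 20 minutes. The preceding 5-minute room-temperature reaction used 2 nM LDHA, 0.2 mM sodium pyruvate and 0.06 mM NADH at pH 7.4.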
D2 agonist – HTS Assay for Allosteric Agonists of the Human D2 Dopamine Receptor: Primary Screen for Agonists | D(2) dopamine receptor (Homo sapiens), P14416 | activation, % at 2 µM | AID 485358, 2010 | HEK293 T-REx D2 cells, calcium flux agonist mode | 340,000 compounds, 0.53% hits;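 active = activation over 3 SD above normal in the single-dose calcium agonist read, cut at about 30% in these data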; note: 0% is about no effect
Target sequence (P14416 whole entry, looked up): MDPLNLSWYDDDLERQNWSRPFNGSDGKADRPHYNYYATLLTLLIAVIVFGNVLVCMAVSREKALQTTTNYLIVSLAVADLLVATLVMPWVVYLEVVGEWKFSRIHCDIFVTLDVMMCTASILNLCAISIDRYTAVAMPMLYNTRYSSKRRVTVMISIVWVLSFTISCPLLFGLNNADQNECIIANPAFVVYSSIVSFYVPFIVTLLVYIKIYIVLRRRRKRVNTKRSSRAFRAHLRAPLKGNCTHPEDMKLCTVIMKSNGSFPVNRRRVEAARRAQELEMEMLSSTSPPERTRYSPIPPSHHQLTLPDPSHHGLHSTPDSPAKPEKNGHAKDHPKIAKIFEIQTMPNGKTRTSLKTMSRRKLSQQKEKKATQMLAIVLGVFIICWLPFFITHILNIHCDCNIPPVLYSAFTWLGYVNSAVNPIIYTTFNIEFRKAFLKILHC
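Calcium-flux readout, 1 cycle/sec over 180 s following compound pin transfer, in inducible HEK293 Trex D2 cells (force-coupled); dopamine controls included. Positive calcium responses during this window marked compounds as potential agonists.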
ERG Ets-DNA blk – qHTS for Small Molecule Inhibitors of the ERG Ets/DNA interaction. Potency, µM (series often up to 76.9 µM), for inactives: top-dose FP activity, negative = inhibition, most hits filed as inhibitors. fluorescence polarization, His-ERG Ets domain / labelled DNA. 370,000 compounds, 0.028% hits. Transcriptional regulator ERG (Homo sapiens), P11308; active = well fitted inhibition curve with a large enough effect in the polarisation, with a control signal flat; inconclusive = small, poorly fitted or top-dose-only effect, or effect the other way, or a change in a side signal; inactive = no such curve, though single readings can be large or run the other way; the % refers to the polarisation;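 note: polarization taken with two DNA probes labelled with fluorescein and Texas red; potency is the fitted concentration of half-maximal effect; % of control where 0% means no effect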
Target sequence (P11308 whole entry, looked up, the tested form may be a part): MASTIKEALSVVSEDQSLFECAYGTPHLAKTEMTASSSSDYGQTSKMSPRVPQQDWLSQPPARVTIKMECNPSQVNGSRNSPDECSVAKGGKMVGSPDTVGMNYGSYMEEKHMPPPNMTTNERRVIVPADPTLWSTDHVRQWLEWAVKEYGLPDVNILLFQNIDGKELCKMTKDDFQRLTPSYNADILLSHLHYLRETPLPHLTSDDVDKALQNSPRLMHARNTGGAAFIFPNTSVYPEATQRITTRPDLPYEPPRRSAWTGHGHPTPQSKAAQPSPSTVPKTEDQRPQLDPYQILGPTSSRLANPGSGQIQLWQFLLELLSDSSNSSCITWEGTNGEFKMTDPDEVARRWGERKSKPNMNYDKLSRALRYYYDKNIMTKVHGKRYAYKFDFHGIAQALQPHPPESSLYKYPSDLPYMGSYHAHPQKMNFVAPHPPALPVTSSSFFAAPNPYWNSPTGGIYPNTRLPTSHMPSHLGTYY
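His-tagged ERG Ets domain (1 uM in the protein solution; 300mM KCl, 50mM Tris-HCl, 1mM EDTA, 1mM DTT, pH 7.5) received compound, then a probe mix of 5 nM fluorescein-DNA and 100nM Texas-615-DNA. Fluorescence polarization was read for both dyes.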
RGS4 inh – Inhibitors of Regulator of G Protein Signaling (RGS) 4: qHTS; 390,000 compounds, 0.039% hits; Transcreener GDP fluorescence polarization, RGS4-accelerated GTP hydrolysis; Potency, µM (doses to about 114 µM), inactives show at the highest dose activity change, negative = inhibition, hits mostly inhibitors; note: potency is the fitted concentration of half-maximal effect; % is set by controls: 0 for no effect and ±100 for the full control effect; nearly all actives have a fitted effect of over 75% in size; some results filed as inactive show a strong effect at the top dose
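MLSMR compounds (23 nl, pin-transferred) preincubated 10 min at room temperature with a 500nM (2x) first reagent, then RGS4 at 900nM (2x) plus Transcreener GDP mix added; fluorescence polarization (620/688 nm) read before and after 90 min at 30 °C.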
Vif-APOBEC3F blk – qHTS for Inhibitors of Vif-A3F Interactions: qHTS; HeLa A3F-eYFP + Vif (tagged APOBEC3F with the HIV-1 protein that degrades it), YFP fluorescence increase; Potency, µM (doses to about 46.1 µM), without a hit: top-dose activity, negative = active; 390,000 compounds, 0.2% hits; AID 602313, 2012; note: potency is the fitted concentration of half-maximal effect; % of control where 0% means no effect; nearly all actives have a fitted effect of over 65% in size
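HeLa cells stably expressing Vif plus C-terminally eYFP-tagged A3F were seeded, incubated overnight at 37 deg C, dosed with compound, incubated overnight again at 37 deg C. Yellow fluorescence (Ex 488/Em 500-530) reported blocked Vif-mediated A3F-eYFP degradation.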
D2 antag – HTS Assay for Allosteric Antagonists of the Human D2 Dopamine Receptor: Primary Screen for Antagonists. D(2) dopamine receptor (Homo sapiens), P14416. HEK293 TREx D2 cells, calcium flux, dopamine EC80. inhibition, % at 10 µM. 340,000 compounds, 2% hits; in the data active = inhibition above about 30%; note: 0% is about no effect
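Read-out: kinetic calcium fluorescence (1 cycle/s) in inducible HEK293 T-REx D2 cells after an EC80 dopamine addition that followed 180 s compound preincubation. Loss of the dopamine response indicates antagonism.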
Vif-APOBEC3G blk – qHTS for Inhibitors of Vif-A3G Interactions: qHTS. DNA dC->dU-editing enzyme APOBEC-3G (Homo sapiens), Q9HC16. HeLa A3G-eYFP + Vif (tagged APOBEC3G with the HIV-1 protein that degrades it), YFP fluorescence, overnight. Potency, µM (titrated, usually from 46.1 µM), for inactives: at the highest dose activity, negative = active, actives largely listed as inhibitors. 410,000 compounds, 0.076% hits. AID 602310, 2012;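 note: potency is the fitted concentration of half-maximal effect; % is set by controls: 0 for no effect and ±100 for the full control effect; nearly all actives have a fitted effect of over 60% in size; hits raise eYFP signal because A3G escapes Vif-driven loss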
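Read-out is eYFP fluorescence (Ex 488/Em 500-530) from Vif-expressing HeLa A3G-eYFP cells; more signal means A3G escaped Vif-mediated degradation. Cells plated overnight, compound pinned in, incubated overnight at 37 deg C.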
ALOX12 inh – Primary qHTS assay for inhibitors of human arachidonate 12S-lipoxygenase (ALOX12): Round 2 | Polyunsaturated fatty acid lipoxygenase ALOX12 (Homo sapiens), P18054 | purified 12hLO, xylenol orange hydroperoxide absorbance | Potency, µM (titrated, usually from 108 µM), without a hit: at the highest dose activity change, negative = inhibition, actives largely listed as inhibitors | 580,000 compounds, 1.1% hits | AID 1671190, 2021; note: potency is the fitted concentration of half-maximal effect; % is set by controls: 0 for no effect and ±100 for the full control effect
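Purified human 12hLO (150 nM final) in 25 mM Hepes, 0.01% Triton X-100, pH 7.0 was preincubated 15 min at room temperature with compound. Then 40 uM arachidonic acid was added, 30 min. Hydroperoxide was read by Fe-XO absorbance ratio 573/405 nm.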
GRP78 ERSR act – qHTS for Inducers of the Endoplasmic Reticulum Stress Response (ERSR) in Human Glioma: qHTS. Potency, µM, without a hit: top-dose activation, usual class: activators. U87-MG GRP78 promoter luciferase reporter, 16 h. 420,000 compounds, 0.02% hits; note: potency is the fitted concentration of half-maximal effect; series mostly up to about 76 µM; % of control where 0% means no effect; nearly all actives have a fitted effect of over 35% in size
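ERSR induction read as luciferase luminescence (Bright-Glo, 10 min at room temperature) in stably transfected human U87-MG glioma cells exposed to compounds for 16 h, using GRP78 as sensor.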
* marks the source's active call; other numbers are inactive results; ? = inconclusive; / = not tested or not shown; & = joins results of further samples; [ ] = dose if it differs, or a comment. Unless noted, calls come from the whole dose curve; as a rule, active = well fitted curve in the direction sought with a large enough effect; inconclusive = small, poorly fitted or top-dose-only effect, or another doubt; inactive = no such curve, though single readings can be large; an effect the other way counts as inactive or inconclusive.

Every second line gives: LDHA inh, D2 agonist, ERG Ets-DNA blk, RGS4 inh, Vif-APOBEC3F blk, D2 antag, Vif-APOBEC3G blk, ALOX12 inh, GRP78 ERSR act
OCC1(CCc2ccccc2)CCN(Cc2cnc(N3CCCC3)s2)CC1
 : -1, /, -3%, -15%, 11%, /, 3%, -16%, 3%
Nc1[nH]nc2nc(N3CCOCC3)nc(-c3ccccc3)c12
 : -1, 0.4, 2%, -37%[56.9 µM], -2%, 16, -4%, 0%, -6%
Brc1ccc(CN2C3=NCCCN3c3ccccc32)cc1
 : -2, -2.8, 3%, 5%[11.4 µM], 2%, -9, 4%, 1%, -6%
O=C(/C=C/c1ccc(Cl)cc1)N(Cc1ccccc1)C1CCS(=O)(=O)C1 (stereo not given)
 : -2, 4.2, -3%, -1%, -6%, -10, -1%, -8%, -3%
C=CCC1(CC=C)CCCN1C(=O)CC1C(=O)NCCN1Cc1cccc(OC)c1OC (stereo not given)
 : 2, 0.6, 4%, -7%, 0%, 1, 0%, 0%, -5%
Cc1ccc(C(=O)n2nc(C#N)c(C#N)c2N)cc1
 : -4, 0.1, 2%, -27%, 6%, -9, 2%, 11%, -1%
CCc1nn(C(C)C(=O)Nc2cccc(C)c2C)c(=O)c2cc3occc3n12 (stereo not given)
 : -2, 0.0, -1%, -34%, -10%, 10, -16%, 2%, -4%
CCN1/C(=C/c2ccc3cc(C)ccc3[n+]2CC)Sc2ccc3sccc3c21
 : -5, /, 107%[activator], 25%[11.4 µM], ?, /, -21%, /, -1%
O=C(NC1CCCCC1)c1[nH]c(C(F)(F)F)nc1-c1ccccc1
 : 1, /, /, /, /, /, -1%, -6%, -2%
CCOC(=O)C1CCN(Cc2ccc(F)cc2F)CC1
 : -22, 3.1, -2%, 16%, 1%, 7, 0%, ?, -3%
CCCCC(c1nc2ccccc2[nH]1)n1c(-c2ccccc2)nc2cc(C)c(C)cc21 (stereo not given)
 : 1, /, /, /, /, /, 1%, -6%, 0%
Cc1cccc(NC(=O)c2sc3nc(-c4ccccc4)cn3c2C)c1C
 : -2, -1.5, 8%, 2%, 0%, /, 6%, 0%, 0%
Cc1ccc(F)c(N=Cc2c(O)c3ccccc3oc2=O)c1
 : -6, -0.2, 3%, -7%, 1%, -8, -1%, -1%, -1%
O=C(C1=C[C@H](c2coc3ccccc3c2=O)C[C@H](OCc2ccc(CO)cc2)O1)N1CCOCC1
 : -10, 0.4, -2%, 5%, 1%, -1, 4%, 2%, -4%
O=C1C2C3C=CC(C3)C2C(=O)N1c1cccc2cccnc12 (stereo not given)
 : -1, 0.1, 7%, 8%, -4%, 0, 0%, 0%, -5%
OC(Cc1cccc(Br)c1)c1ncc(-c2ccccc2C(F)(F)F)[nH]1 (stereo not given)
 : 1, /, /, /, /, /, 0%, -7%, 1%
O=C(Nc1nnc(SCc2ccc(F)cc2)s1)C1CC(=O)N(Cc2ccccc2)C1 (stereo not given)
 : -2, 2.0, /, -5%, 1%, -9, -4%, 23%, -2%
CCOc1ccc(CNC(=O)C2CCN(S(=O)(=O)c3ccc4c(c3)CCCC(=O)N4)CC2)cc1
 : -10, -0.5, 0%, 18%, -8%, -9, 1%, 5%, -5%
CCOC(=O)CN1C(=O)C(C)(C)Oc2ccc(C(=O)NC(C)(C)CC)cc21
 : -17, 1.2, -3%, 7%, 6%, -4, 2%, -7%, -3%
CC1=C(C(=O)Nc2ccc(C)cc2Cl)C2(CCCCC2)OC1=O
 : -9, /, 4%, 27%, /, /, /, ?, /
Cc1ccc(CNc2ncnc3c2cnn3C2CCCCO2)cc1 (stereo not given)
 : -7, /, 2%, 13%, 1%, /, 1%, 11%, 2%
O=C(NNc1nccc(C(F)(F)F)n1)Nc1cccc(Cl)c1
 : -8, -0.4, -4%, -1%, 2%, 2, -4%, /, -1%
COc1ccc(NS(=O)(=O)c2ccc(NC(=O)c3ccc(CN4CCOCC4)cc3)cc2)cc1
 : 3, 0.7, 7%, 2%, -3%, 0, 3%, -11%, -4%
O=C(CSc1nccn1-c1ccc(Cl)cc1)Nc1ccc(Cl)c(Cl)c1
 : -2, 0.8, 0%, ?, -24%, /, 10%, ?, 0%
Cc1ccc2c(c1)cc(C(=O)NCc1ccc(F)cc1)n2C
 : -3, 0.1, 1%, 14%, -3%, /, ?, -4%, -2%
CCN1C(=O)[C@@H]2[C@@H](c3ccc(-c4ccc(C(C)=O)cc4)cc3)N3CCC[C@@]3(C(=O)OC)[C@@H]2C1=O
 : -4, -0.2, 5%, -9%, -1%, -3, 1%, ?, -4%
CCOc1ccc(Nc2nc(Nc3ccc(O)cc3)nc(C)c2[N+](=O)[O-])cc1
 : 1, 0.2, -17%, -32%, 2%, 5, 1%, -14%, 5%
Cc1csc(NC(=O)c2cccnc2Cl)n1
 : -8, /, -1%, 5%, 0%, /, 0%, ?, 2%
O=C(c1ccco1)N1CCN(c2cc(=O)n(C3CCCCC3)c(=O)[nH]2)CC1
 : 1, -0.2, 4%, -6%, 0%, 4, 1%, 23%, 0%
CCC(C)(C)NC(=O)CN(C(=O)c1csnn1)c1cccc2c1CCCC2
 : -6, 0.2, -2%, 19%, 0%, 0, -3%, -5%, -3%
O=c1[nH]c2cc3c(cc2cc1CN(Cc1nnnn1C1CCCC1)C1CCCC1)OCCO3
 : 4, -2.0, -1%, -10%, -3%, -6, -1%, -3%, 1%
C=CCn1c(NCc2ccc(N(C)C)cc2)nc2ccccc21
 : 2, 0.6, -5%, 42%, 0%, -29, 2%, -6%, -1%
CC(C)(C)NC(=O)CCSc1nc(-c2ccc3c(c2)OCO3)cc(C(F)(F)F)n1
 : 0, -0.6, -1%, 18%, -5%, /, -6%, 0%, -3%
CCOC(=O)c1c(S(=O)(=O)N2CCC(C(=O)N3CCN(c4cc(C)ccc4C)CC3)CC2)c(C)n(C)c1C
 : 6, -0.3, 9%, -11%, 1%, /, -1%, -1%, -3%
O=C1C(C2=NC(c3ccccn3)C3C(=O)N(c4ccc(OC(F)(F)F)cc4)C(=O)C23)=C(O)c2ccccc21 (stereo not given)
 : -6, 0.3, -10%, -5%, 6%, 6, 0%, 298%[activator], -3%
Fc1ccc(-c2cc(C(F)(F)F)nc(NCC3CCCO3)n2)cc1 (stereo not given)
 : 2, /, 13%, -7%, -9%, /, -18%, -13%, -1%
c1ccc(N2CCN(c3nc4ccccc4n4cnnc34)CC2)cc1
 : -4, /, 9%, -33%, 1%, /, -2%, 19%[57.4 µM], -3%
Cc1ccc(C)c(NC(=S)N(C)CCO)c1
 : 2, 1.0, 8%, 1%, -12%, 8, 0%, 0%, -5%
CN1C(=O)c2ccccc2C(C(=O)NCC2CCCO2)C1c1c[nH]c2ccccc12 (stereo not given)
 : -3, -0.6, 3%, 2%, -2%, 10, 2%, -14%, -4%
CCCc1n[nH]c(=O)c2c1nnn2Cc1ccccc1F
 : -4, -0.2, 1%, 2%, -1%, -10, -3%, 0%, 19%
CCCCc1nn2c(=O)cc(COC(=O)c3ccc(NC(=O)c4cccc(OC)c4)cc3)nc2s1
 : -5, 1.4, 3%, -1%, -14%, /, -6%, -16%, -5%
C/C(=N\Nc1ccc2nncn2n1)c1ccc(Cl)s1
 : -8, -0.2, -9%, 3%, 7%, 2, 2%, 84%[activator], -1%
COc1ccc(NC(=O)COC(=O)CCc2cc(OC)c(OC)c(OC)c2)c([N+](=O)[O-])c1
 : 5, -2.5, 10%, 2%, 5%, -3, 2%, -4%, -6%
O=C(NCCCCc1ccccc1)c1cccc(NC(=O)C2CCC2)c1
 : -1, /, -3%, 25%, 3%, /, 2%, -12%, 0%
COc1cc2[nH]c(Cl)c([N+](=O)[O-])c2cc1OC
 : 39, 1.3, -8%, -12%, -17%, -22, 0%, -6%, -5%
O=C(c1ccco1)N(c1ccccn1)c1ccccn1
 : -3, -0.6, -2%, -28%, -5%, 11, -2%, 0%, -1%
CNS(=O)(=O)c1ccc(N=Cc2c(C)[nH]n(-c3ccc(C)cc3C)c2=O)cc1
 : -1, 1.3, 5%, 17%, -1%, 42*, 2%, 1%, -4%
CC(=O)Nc1ccc(S(=O)(=O)N2c3ccc(F)cc3CCC2C)cc1 (stereo not given)
 : -1, /, -2%, -30%, -9%, /, ?, 7%, -7%
CC(C)CCNC(=O)c1cc([N+](=O)[O-])ccc1N1CCOCC1
 : -8, -1.6, -3%, 24%, -4%, -4, -6%, 1%, -4%
COc1ccc(Nc2nc(NCCN3CCOCC3)nc(Nc3ccc(OC)cc3)n2)cc1
 : 0&1, 0.6, -1%, -16%, 2%, -4, 0%&-12%, ?, -4%&-1%
COc1cccc(CNC(=O)CC2C(=O)NCCN2Cc2ccoc2)c1OC (stereo not given)
 : -3, -0.2, -5%, 8%, 13%, -12, 2%, -1%, 1%

The list is partial; the hit share may differ from the screen's.
